Bioassay records: PubChem, National Center for Advancing Translational Sciences (NCATS)
FLuc counter: counter-screen for miR-21 project: firefly luciferase inhibitors or activators; purified FLuc, Km substrates, luminescence inhibition; hit rate 6.9% among 360,000; Potency, µM (top dose mostly 57.5 µM), for inactives: at the top dose activity change, negative = inhibition, most hits filed as inhibitors; AID 588342; P08659;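 note: potency is the fitted concentration of half-maximal effect; plate controls were vehicle for no effect and reference inhibitor for full effect; nearly all actives have a fitted effect of over 55% in size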
Target sequence (P08659 whole entry, looked up): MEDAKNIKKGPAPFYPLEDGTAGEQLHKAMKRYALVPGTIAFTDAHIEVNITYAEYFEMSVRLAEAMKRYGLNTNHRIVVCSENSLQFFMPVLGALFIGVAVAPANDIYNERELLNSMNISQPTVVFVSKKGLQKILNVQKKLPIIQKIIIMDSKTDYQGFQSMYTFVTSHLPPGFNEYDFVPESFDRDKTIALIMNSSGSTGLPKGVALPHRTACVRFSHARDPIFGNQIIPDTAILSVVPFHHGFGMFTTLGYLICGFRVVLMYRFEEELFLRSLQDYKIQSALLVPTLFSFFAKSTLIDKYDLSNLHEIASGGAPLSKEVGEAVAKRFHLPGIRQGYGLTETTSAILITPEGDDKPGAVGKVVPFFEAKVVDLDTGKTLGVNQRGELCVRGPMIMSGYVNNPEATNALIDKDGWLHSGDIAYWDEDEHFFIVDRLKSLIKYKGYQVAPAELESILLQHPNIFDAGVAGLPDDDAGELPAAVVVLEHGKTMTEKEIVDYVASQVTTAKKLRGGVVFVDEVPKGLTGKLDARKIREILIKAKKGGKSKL
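Purified P. pyralis luciferase (10nM final) with 10uM D-luciferin and 10uM ATP (Km levels) in 50mM Tris acetate pH 7.5, 10mM Mg acetate, 0.01% Tween-20, 0.05% BSA; qHTS 6-point titration, ~60 µM downward; luminescence read.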
VP16 counter: Gal4-VP16 reporter inhibition counter-screen. hit rate 3.5% among 310,000. Drosophila S2 Gal4-VP16 UAS-luciferase, luminescence, 20 h. Potency, µM (highest dose often 53.6 µM), inactives show at the highest dose activity, negative = inhibition, actives largely listed as inhibitors;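 note: Gal4-VP16 expression switched on by copper sulfate through the metallothionein promoter; potency is the fitted concentration of half-maximal effect; % is set by controls: 0 for no effect and ±100 for the full control effect; nearly all actives have a fitted effect of over 50% in size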
NPC1 prom act: activates the NPC1 promoter | hit rate 2.4% among 320,000 | Huh7 NPC1 promoter luciferase reporter, 24 h | AID 485313 | Potency, µM (titrated, usually from 9.22 µM), for inactives: top-dose activation, hits mostly activators;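 note: potency is the fitted concentration of half-maximal effect; % of control where 0% means no effect; nearly all actives have a fitted effect of over 60% in size; reporter is driven by a mutant NPC1 promoter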
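Stably transfected Huh7 (NPC1 promoter→luciferase), 1500 cells/well in Opti-MEM + 10% FBS, 2 h settle, then compound 24 h at 37 °C. Luminescence after 10 min with Amplite reagent.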
ELG1 repair inh: ELG1-dependent DNA repair inhibition; HEK293T ELG1-luciferase reporter, luminescence, 16 h; DNA damage induced by 5-fluorouridine; Potency, µM (series often up to 46.1 µM), inactives show top-dose activity change, negative = inhibition, actives largely listed as inhibitors; hit rate 2.3% among 330,000; AID 504467; note: potency is the fitted concentration of half-maximal effect; % is set by controls: 0 for no effect and ±100 for the full control effect; nearly all actives have a fitted effect of over 55% in size
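DMSO vehicle served as the neutral condition. Each well held 2,000 cells given 5-fluorouridine plus compound; after 16 hr at 37 °C/5% CO2, ONE-Glo was added and luciferase measured 30 min later.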
p53 reactivation: re-activators of mutant p53. H1299 p53-A138V BP100-luciferase reporter, luminescence, 24 h. Potency, µM (titrated, usually from 92.2 µM), without a hit: top-dose activity change, positive = activation, actives largely listed as activators. hit rate 0.063% among 320,000. AID 504706; note: potency is the fitted concentration of half-maximal effect; % of control where 0% means no effect; nearly all actives have a fitted effect of over 45% in size
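p53-null H1299 cells stably carrying temperature-sensitive p53-A138V and a BP100-luciferase reporter were pinned with compounds (4-point, 1:5 series) and held 24 hrs at 37 deg C. Luminescence was read 10 min after detection reagent.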
Tb PFK inh: T. brucei PFK enzyme inhibition | O15648 | T. brucei PFK, ADP-Glo luminescence | Potency, µM (series often up to 57.5 µM), inactives show at the top dose activity, negative = inhibition, actives largely listed as inhibitors | hit rate 0.17% among 330,000;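 note: potency is the fitted concentration of half-maximal effect; 0% = uninhibited 1x PFK enzyme wells and -100% = no-enzyme wells; nearly all actives have a fitted effect of over 60% in size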
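1.25 nM PFK with 0.5 mM F6P and 0.1 mM ATP in 0.1 M TEA pH 8.0, 5 mM MgCl2, incubated 45 min at room temperature; ADP measured by ADP-Glo luminescence; compounds titrated up to 57 uM.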
TRPV1 agonist: human TRPV1 agonism | Q8NER1 | TRPV1-expressing cells, Fluo-8 calcium influx, agonist mode | activation, % at 8.33 µM | hit rate 0.19% among 320,000 | AID 540275; in the data active = activation above about 80%; inconclusive = between about 30% and that limit; note: 0% is about no effect
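Cells expressing TRPV1 were dye-loaded with Fluo-8 and read kinetically: 10 s baseline, 3 min after compound (agonist portion), then 2 min after EC20 capsaicin (allosteric enhancer portion). Calcium-bound dye fluorescence at 480/520 nm.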
BRCA1 expr up: BRCA1 expression activation; MCF7-BRCA1-FFLuc reporter, luminescence, 48 h; response scale: scaled: vehicle 0%, 10 µM genistein 100%; Potency, µM (doses to about 46.1 µM), without a hit: at the top dose activation, actives largely listed as activators; hit rate 1.1% among 380,000; AID 624202; note: potency is the fitted concentration of half-maximal effect; nearly all actives have a fitted effect of over 80% in size; some results filed as inactive show a strong effect at the top dose
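Luminescence from a BRCA1-driven firefly luciferase in MCF7 cells was read after 48 h compound exposure at 37 C. Data normalized against DMSO and a 10microM genistein activation control, then curve-fitted across the titration.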
RORgamma inh: blocks mouse ROR gamma transcriptional activity; P51450; Drosophila S2 Gal4-RORgamma UAS-luciferase reporter, 20 h; Potency, µM (top dose mostly 53.6 µM), for inactives: at the highest dose activity change, negative = inhibition, usual class: inhibitors; hit rate 5.4% among 310,000; note: potency is the fitted concentration of half-maximal effect; % is set by controls: 0 for no effect and ±100 for the full control effect; nearly all actives have a fitted effect of over 60% in size
Target sequence (P51450 whole entry, looked up, the tested form may be a part): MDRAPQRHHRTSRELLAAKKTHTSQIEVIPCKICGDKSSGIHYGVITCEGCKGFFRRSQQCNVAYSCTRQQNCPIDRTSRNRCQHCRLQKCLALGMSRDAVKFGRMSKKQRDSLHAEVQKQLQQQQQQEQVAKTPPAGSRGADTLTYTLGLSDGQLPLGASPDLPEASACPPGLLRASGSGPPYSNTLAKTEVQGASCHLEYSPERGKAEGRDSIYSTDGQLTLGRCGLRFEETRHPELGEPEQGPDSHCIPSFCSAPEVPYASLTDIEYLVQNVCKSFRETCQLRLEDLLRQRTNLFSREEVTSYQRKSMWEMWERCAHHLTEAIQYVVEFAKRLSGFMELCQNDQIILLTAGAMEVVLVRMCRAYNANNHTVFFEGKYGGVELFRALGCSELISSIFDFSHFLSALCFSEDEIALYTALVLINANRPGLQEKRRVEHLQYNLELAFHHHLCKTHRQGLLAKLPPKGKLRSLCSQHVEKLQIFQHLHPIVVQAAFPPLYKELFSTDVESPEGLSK
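ROR gamma transcriptional activity was tracked as Gal4-UAS luciferase output in stably transfected Drosophila Schneider cells, with compound added 1 hr before 700 uM copper sulfate induction and a 20 hr ambient-temperature incubation.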
Rab9 promoter act: activates the Rab9 promoter | Huh7 Rab9 promoter-luciferase reporter, luminescence, 24 h | Potency, µM (doses to about 9.22 µM), for the others: at the highest dose activation, negative = inhibition, usual class: activators | hit rate 2.8% among 320,000 | AID 485297; note: potency is the fitted concentration of half-maximal effect; % of control where 0% means no effect; nearly all actives have a fitted effect of over 60% in size
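Huh7 reporter line, Rab9 promoter upstream of luciferase. Compound exposure 24 h at 37 °C in reduced-serum medium with 10% FBS. Read-out: luminescence.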
ELG1 genotoxic: genotoxicity induction in ELG1-luciferase HEK293T cells; HEK293T ELG1-luciferase reporter, luminescence, 16 h; Potency, µM (highest dose often 46 µM), without a hit: at the highest dose activity change, positive = activation, most hits filed as activators; hit rate 1.3% among 330,000; note: potency is the fitted concentration of half-maximal effect; % of control where 0% means no effect; nearly all actives have a fitted effect of over 60% in size
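Luminescence read-out: rising ELG1-luciferase signal, reflecting elevated ELG1 protein under genetic stress, flags genotoxic compounds. Cells were treated for 16 hr at 37 °C before ONE-Glo detection.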
Numbers without * were called inactive; ? = inconclusive; . = not tested or not shown; [ ] = another dose, or the depositor's remark. Unless noted, calls come from the whole dose curve; as a rule, active = well fitted curve in the direction sought with a large enough effect; inconclusive = small, poorly fitted or top-dose-only effect, or another doubt; inactive = no such curve, though single readings can be large; an effect the other way counts as inactive or inconclusive. This is a random part of the collection. Share with any hit: about 15%.

SMILES	FLuc counter	VP16 counter	NPC1 prom act	ELG1 repair inh	p53 reactivation	Tb PFK inh	TRPV1 agonist	BRCA1 expr up	RORgamma inh	Rab9 promoter act	ELG1 genotoxic
Cc1ccc(N2C(=O)CC(Cc3cccc(C)c3)C2=O)cc1 (configuration not stated)	2%	18%	-11%	10%	1%	19%	12	-22%	-1%	-9%	-1%
O=C(NCCNC(=O)c1ccccc1O)c1ccccc1O	-16%	-9%	4%	-17%	6%	0%	3	0%	15%	-1%	-7%
Cc1cc(C)n2nc(CNS(=O)(=O)c3cccc([N+](=O)[O-])c3)nc2n1	3%	1%	2%	17%	-3%	2%	2	10%	6%	3%	0%
O=C(NCc1cccc(OC(F)(F)F)c1)C1CCC(=O)N(Cc2cccc(F)c2)C1 (configuration not stated)	1%	-6%	0%	17%	-6%	-1%	9	-17%	13%	4%	0%
CCN(CC)CCn1c2ccccc2c2nc3ccc([N+](=O)[O-])cc3cc21	?	-18%	-6%	?	9%	0%	1	-45%	-11%	-1%	23µM*
CCc1ccc(NC(=O)Cn2nnc(C(=O)NCCc3ccc(OC)c(OC)c3)c2N)cc1	3%	-12%	1%	-20%	-23%	-3%	-2	3%	1%	4%	-4%
CCCc1cc(=O)n2[nH]c(NCc3ccccc3Cl)nc2n1	-2%	2%	1%	-16%	4%	0%	1	8%	2%	9%	-2%
O=C(CSc1ncn[nH]1)NCCc1ccccc1	9%	1%	-2%	-3%	-2%	3%	3	-10%	2%	-4%	-1%
O=C(Nc1ccc(-c2nc3ccccc3o2)cc1)c1ccc2c(c1)OCO2	5%	2%	.	.	.	.	-2	12%	-39%	.	.
O=C(NC1CCS(=O)(=O)C1)c1ccc(N2CCCCC2)c([N+](=O)[O-])c1 (configuration not stated)	3%	2%	-1%	-6%	.	-6%	29	-12%	16%	0%	1%
O=C(COC(=O)C1CCN(S(=O)(=O)c2cccs2)CC1)Nc1ccc(F)cc1F	-3%	-16%	-1%	3%	-1%	2%	2	-6%	6%	-2%	0%
CCn1c(CNc2ccc(C(=O)O)cc2)nc2ccccc21	-4%	-1%	.	.	.	.	0	-3%	10µM*	.	.
C=CCN1C(=O)/C(=C/c2ccc(N(C)C)cc2)S/C1=N\c1nnc(CC)s1	5%	2%	1%	7%	-2%	2%	28	.	1%	-4%	5%
CC(=O)NC12CC3CC(C1)CC(C(=O)Nc1nc4ccc(F)cc4s1)(C3)C2	13µM*	-3%	?	-20%	-21%	0%	?	37%	29%	?	-1%
COc1ccccc1C(=O)NC(=O)COC(=O)Cc1n[nH]c(=O)c2ccccc12	-2%	.	4%	3%	-4%	-8%	-2	1%	.	-3%	-7%
CCN(CC)S(=O)(=O)c1cccc(C(=O)NC(Cc2c[nH]c3ccccc23)c2nnc3n2CCCCC3)c1 (configuration not stated)	-1%	2%	1%	-24%	-1%	1%	-3	-10%	38%	-7%	2%
N#C/C(=C/c1cn[nH]c1-c1cccc(Br)c1)C(=O)O	-3%	-7%	3%	-10%	4%	5%	.	-5%	2%	4%	2%
O=c1cc(O)c(-c2ccc(Cl)cc2)c(Cl)[nH]1	-1%	-21%	-1%	19%	-4%	-24%	2	-2%	3%	-1%	4%
Cc1cc(C(=O)Nc2c(C)n(C)n(-c3ccccc3)c2=O)on1	2%	3%	2%	9%	-3%	2%	-2	2%	13%	2%	2%
CCOc1cccc(-c2c(C(=O)N/N=C(\C)c3ccccn3)nnn2-c2nonc2N)c1	-20%	-10%	-12%	?	?	-17%	15	-39%	?	-39%[inhibitor]	0%
Cc1cc(N2CCOCC2)ccc1/C=C1\NC(=O)N(CC(=O)Nc2ccc(F)cc2)C1=O	?	8%	?	?	1%	8%	-2	104%	23%	?	13%
CCCc1cc(C(N)=O)c(NC(C)=O)s1	4%	10%	6%	-1%	9%	2%	1	1%	-3%	5%	1%
Cc1nc(NCC2CC2)c2nnn(Cc3ccccc3)c2n1	4%	14%	-2%	?	3%	-1%	15	0%	4%	8%	3%
Cc1nn(-c2ccccc2)c2c1c(C)c(CCC(=O)NCC1CCCO1)c(=O)n2C (configuration not stated)	-1%	-5%	2%	-28%	3%	6%	?	-1%	-11%	-4%	-6%
COc1ccc(/C=N/NC(=O)c2cccc(NC(=O)c3ccc(F)cc3)c2)c(C(=O)O)c1OC	?	-10%	8%	-4%	14%	1%	3	5%	14%	2%	-9%
Cc1ccc(N2CC(C(=O)N3CCCc4ccccc43)CC2=O)cc1 (configuration not stated)	12%	11%	-2%	4%	7%	-4%	10	-2%	7%	2%	-4%
FC(F)(F)COc1ccc(-n2ccnc2)nn1	1%	2%	-2%	7%	0%	1%	2	-30%	-24%	-12%	0%
Nc1c(C(=O)NCC2CCCO2)sc(=S)n1-c1ccccc1 (configuration not stated)	0%	-2%	-1%	-2%	8%	-9%	0	-7%	23%	6%	1%
CCn1ncc([N+](=O)[O-])c1C(=O)NC1CCCCC1	-2%	-1%	-1%	9%	2%	-17%	0	32%	1%	0%	0%
CC1CCN(S(=O)(=O)N2CCC(C(=O)N3CCC(N(C)CC4CCCO4)CC3)CC2)CC1 (configuration not stated)	0%	-4%	5%	4%	2%	1%	.	-8%	-17%	-4%	0%
COC(=O)Nc1ccc2c(c1)N(C(=O)CCN1CCN3CCCC3C1)c1ccccc1S2 (configuration not stated)	2%	10%	2%	-14%	-12%	2%	0	-28%	2%	6%	-1%
Cc1oc(-c2ccc(Cl)cc2)[n+]([O-])c1C	0%	1%	-6%	8%	6%	5%	-2	11%	4%	-25%	-1%
Cc1cccc(C)c1NC(=O)C1(N(C(=O)c2ccccn2)c2ccc(O)cc2)CCCCC1	-2%	2%	-5%	5%	0%	1%	0	-16%	-2%	2%	-1%
Cc1cc(/C=C2\SC(=O)N(C)C2=O)c(C)n1-c1ccc(S(N)(=O)=O)cc1	-18%	1%	10%	-10%	3%	-4%	-4	5%	?	16%	0%
COc1ccc2ccccc2c1/C=N/n1cnnc1	2%	1%	-1%	0%	.	4%	0	-7%	-5%	3%	3%
Nn1c(SCC(=O)NCCC2=CCCCC2)nnc1C(F)(F)F	2%	1%	-1%	0%	5%	-2%	-1	-58%	-14%	0%	-2%
COc1ccc(C(=O)Nc2ccc(-c3n[nH]c(=S)o3)cc2)cc1OC	?	-6%	-3%	7%	2%	17%	1	-17%	4%	4%	3%
O=C1CC(C(=O)Nc2ccc(Cl)cc2)S/C(=N\N=C\c2ccco2)N1 (configuration not stated)	2%	1%	-1%	0%	0%	1%	0	-22%	-13%	-5%	7%
CCOc1ccc(NC(=S)N2CCN(S(=O)(=O)c3ccc(OC)cc3)CC2)cc1	0%	15%	-3%	-28%	0%	3%	9	-5%	1%	-2%	-9%
CCc1ccc(NC(=O)CSCCN2C(=O)c3ccccc3C2=O)cc1	1%	?	2%	-7%	-3%	-5%	3	-20%	0%	0%	0%

Complete entries, quoted from the list. Order of screens: FLuc counter	VP16 counter	NPC1 prom act	ELG1 repair inh	p53 reactivation	Tb PFK inh	TRPV1 agonist	BRCA1 expr up	RORgamma inh	Rab9 promoter act	ELG1 genotoxic
COc1ccc2ccccc2c1/C=N/n1cnnc1 is listed with 2%	1%	-1%	0%	.	4%	0	-7%	-5%	3%	3%
CCc1ccc(NC(=O)CSCCN2C(=O)c3ccccc3C2=O)cc1 is listed with 1%	?	2%	-7%	-3%	-5%	3	-20%	0%	0%	0%
COc1ccc(C(=O)Nc2ccc(-c3n[nH]c(=S)o3)cc2)cc1OC is listed with ?	-6%	-3%	7%	2%	17%	1	-17%	4%	4%	3%

Further structures
SMILES	FLuc counter	VP16 counter	NPC1 prom act	ELG1 repair inh	p53 reactivation	Tb PFK inh	TRPV1 agonist	BRCA1 expr up	RORgamma inh	Rab9 promoter act	ELG1 genotoxic
Cc1ccc(/C=C2/C(=O)N=C(N)N2C)s1	-3%	-1%	0%	18%	-2%	10%	-1	5%	-16%	-2%	0%
CCc1nnc(N/N=C/c2ccc(O)c(OC)c2)n1N	-3%	13µM*	3%	-7%	.	-1%	-2	-49%	16µM*	2%	-2%
CCOC(=O)C1CCN(c2c(NCc3ccc(C(=O)Nc4ccc(C)cc4)cc3)c(=O)c2=O)CC1	-8%	5%	1%	6%	3%	-5%	18	-6%	-10%	2%	7%
CC(=O)Nc1cccc(-c2cnc3ccccc3n2)c1	12µM*	?	2.8µM*	?	?	0%	3	4µM*	21%	4µM*	10µM*
CS(=O)(=O)c1ccc2nc(NC(=O)C3COc4ccccc4O3)sc2c1 (configuration not stated)	11µM*	4%	26%	?	?	-5%	0	?	34%	22%	6%
